TAG inh: triacylglycerol accumulation inhibition; inhibition, % at 12.5 µM; H9c2 cells, Nile Red lipid (TAG) fluorescence; cells loaded with 200 µM oleic acid; 230,000 compounds, 0.66% hits;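 active = pattern-corrected inhibition of lipid staining of at least 50% with the nuclear-stain viability signal not falling by more than 50%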;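 also: 0% = DMSO wells and 100% = triacsin C control wells; some results filed as inactive read as strong as hits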
TAG inh DAPI viability: second read-out of TAG inh, no call of its own (marks repeat the call); DAPI nuclei signal change (viability), lower = more cytotoxic, %;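 whole-well DAPI fluorescence read on a plate reader as a viability signal; minus 50 percent equals half of cells still viable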
The depositor's hits bear a star; & = joins results of further samples. These rows are one share of the data (hit frequency here may not be typical).

Values run as follows: TAG inh, TAG inh DAPI viability
O=C(OCC(=O)C12CC3CC(CC(C3)C1)C2)c1cccnc1
  10, -5
CCC(=O)N1CCC1(C)C(=O)Nc1cnc2ccccc2c1 (stereo not given)
  7, 1
CC1CC(NC(=O)c2cnc3n(c2=O)CCS3)CC(C)(C)C1 (stereo not given)
  9, 0
CC(NC(=O)Cc1ccc(F)cc1)c1ccc(F)cc1 (stereo not given)
  -18, -3
CCOC(=O)N1CCN(C(=O)c2nn(-c3ccc(C)cc3)c(=O)c3c2c2ccccc2n3C)CC1
  -15, 3
COc1ccc(OCCSc2n[nH]c(N)n2)cc1
  -11, 7
NS(=O)(=O)c1cccnc1Nc1cccc(C(F)(F)F)c1
  -21, 4
CCOC(=O)CC(=O)CSC1=C(C#N)C(c2ccccc2OC)CC(=O)N1 (stereo not given)
  -26, 4
COc1cc(OC)cc(C(=O)Nc2nc(CC(=O)NC(C)c3ccccc3)cs2)c1 (stereo not given)
  -24, 0
COC(=O)c1ccccc1NC(=O)N1CCN(c2ccccc2)CC1
  4, -9
CC(CCN1C(N(C)C)=NC[C@@H]1C)c1ccccc1 (stereo not given in full)
  -12, 3
O=C(Nc1nc2cc3c(cc2s1)OCO3)C1=COCCO1
  -3, -5
O=C(OCCn1c(=S)sc2ccccc21)c1ccccc1
  -9, -2
CN1C2=NCCN2C(=O)c2cc(Cl)ccc21
  -3, -3
CCC(=O)Nc1nc2cc(OC)ccc2s1
  10, 14

Taken from the listing (14 entries):
Values run as follows: TAG inh, TAG inh DAPI viability
CCC(=O)N1CCC1(C)C(=O)Nc1cnc2ccccc2c1 (stereo not given)
  7, 1
CC1CC(NC(=O)c2cnc3n(c2=O)CCS3)CC(C)(C)C1 (stereo not given)
  9, 0
CC(NC(=O)Cc1ccc(F)cc1)c1ccc(F)cc1 (stereo not given)
  -18, -3
CCOC(=O)N1CCN(C(=O)c2nn(-c3ccc(C)cc3)c(=O)c3c2c2ccccc2n3C)CC1
  -15, 3
COc1ccc(OCCSc2n[nH]c(N)n2)cc1
  -11, 7
NS(=O)(=O)c1cccnc1Nc1cccc(C(F)(F)F)c1
  -21, 4
CCOC(=O)CC(=O)CSC1=C(C#N)C(c2ccccc2OC)CC(=O)N1 (stereo not given)
  -26, 4
COc1cc(OC)cc(C(=O)Nc2nc(CC(=O)NC(C)c3ccccc3)cs2)c1 (stereo not given)
  -24, 0
COC(=O)c1ccccc1NC(=O)N1CCN(c2ccccc2)CC1
  4, -9
CC(CCN1C(N(C)C)=NC[C@@H]1C)c1ccccc1 (stereo not given in full)
  -12, 3
O=C(Nc1nc2cc3c(cc2s1)OCO3)C1=COCCO1
  -3, -5
O=C(OCCn1c(=S)sc2ccccc21)c1ccccc1
  -9, -2
CN1C2=NCCN2C(=O)c2cc(Cl)ccc21
  -3, -3
CCC(=O)Nc1nc2cc(OC)ccc2s1
  10, 14

(next part)
Values run as follows: TAG inh, TAG inh DAPI viability
O=[N+]([O-])c1ccc(COc2ccc(Br)cc2CN2CCOCC2)cc1
  -26, 4
CC(=O)NC(CCS(C)(=O)=O)C(=O)Nc1cccc(C)c1C (stereo not given)
  -4, -3
Cc1c(CN2CCCCC2)c(O)n(CCO)c(=O)c1C#N
  4, -2
O=C(COc1ccc(Br)cc1)NCc1cn2ccccc2n1
  2, -5
Cc1ccc(OCC(=O)NCCCNC(=O)COc2ccc(C)cc2)cc1
  1, -1
CC(C)C(c1nnnn1CCc1ccccc1)N1CCC(C(N)=O)CC1 (stereo not given)
  -4, 0
Cc1cccc(/C=N\N=C\c2cccc(C)c2)c1
  -4, -2
CCCCNC(=O)c1onc(CSc2cccc(Cl)c2)c1C(=O)O
  -5, -8
COc1ccccc1C=NNC(=O)NN=Cc1ccccc1OC
  17, -6
O=C(NCc1ccccc1)N1CCNCC1
  -14, 7
O=C(Nc1ccccc1)c1ccc2snnc2c1
  -2, 6
C=CCNC(=O)CN1C(=O)C2C3c4ccccc4C(c4ccccc43)C2C1=O (stereo not given)
  -8, 0
CC(=O)c1ccc(NC(=O)CS(=O)(=O)c2cn(CC(=O)N3CCOCC3)c3ccccc23)cc1
  6, -3
CC(C)(C)c1csc(NC(=O)Cc2cccs2)n1
  14, 6
COc1ccccc1C(=O)NC(=O)CSc1nc(C)cs1
  -4, 4
Cc1ccc([C@H]2C[C@H](n3cc(-c4ccc(F)cc4)nn3)[C@@H](O)CN2C(=O)C2CCCCC2)cc1
  19, -12
Cc1cccc(C)c1NC(=O)CS(=O)CC(=O)NC1CCCc2ccccc21 (stereo not given)
  17, -18
COc1ccc(NC(=O)c2cc(S(=O)(=O)N3CCc4ccccc43)cn2C)cc1OC
  3, 2
COc1ccccc1C(=O)Nc1ccc(C(=O)O)cc1
  11, -6
Cc1ccc(Cl)cc1NC1=C/C(=N\S(=O)(=O)c2cccs2)c2ccccc2C1=O
  20&31, -18&-17
Cc1ccc2c(c1)C1C[N+](C)(CC(=O)Nc3ccccc3Cl)CCC1N2C(=O)c1ccccc1Cl (stereo not given)
  -2, 11
COC(=O)CN1C(C)=Nc2ccc(C)cc2C1c1ccccc1 (stereo not given)
  5, 4
Cc1cnc(C(=O)Nc2cccc3cccnc23)cn1
  -28, -10
CCn1c(C)cc(/C=C2/SC(=S)N(CC(=O)O)C2=O)c1C
  7, 2
O=C(NCc1ccco1)c1ccc(F)c(S(=O)(=O)N2CCCCC2)c1
  -9, 1
CC(=O)C[C@@H](O)CC(=O)[C@@H]1OC(=O)[C@H](C)CCCCc2ccccc21
  -4, -2
CC(NC(=O)Cn1cc2c(n1)CCCCC2)c1ccccc1 (stereo not given)
  11, 2
O=c1[nH]c(CSc2ncnc3sccc23)nc2ccccc12
  1, -3
CCC1(c2ccccc2)NC(=O)N(CC(=O)Nc2cc(S(=O)(=O)N3CCCCC3)ccc2N(C)C)C1=O (stereo not given)
  -6, -5
O=C(Nc1cccc(Cl)c1)Nc1ccccc1-n1ccnc1
  7, -14
CCc1ccccc1NC(=O)CN1C(=O)C2CCCN2c2ncc(Cl)cc21 (stereo not given)
  16, 5
CCOc1ccccc1OCCOc1ccc(F)cc1
  -18, 3
COc1cc2c(C(=O)N3CCN(c4cccc(Cl)c4)CC3)cn(CC(C)C)c(=O)c2cc1OC
  20, 4
c1cc2c3c(cccc3c1)NC1(CCCC1)N2
  15, 0
O=S(=O)(c1ccc(F)cc1F)N1CCCN(c2ccc(C(F)(F)F)cn2)CC1
  -12, 4
O=C(COC(=O)[C@@H]1CCCN1C(=O)c1cccs1)Nc1ccc(Br)cc1
  -1, 6
Cc1ccc(F)cc1NC(=O)N1CCN(c2ccnc3cc(Cl)ccc23)CC1
  -10, 3
COc1ccccc1NC(=O)N(C)C[C@@H]1OCc2ccccc2-c2c(n(C)c3ccccc23)C(=O)N([C@H](C)CO)C[C@@H]1C
  5, 0
O=c1[nH]c(=O)n(C2CC(O)C(CO)O2)cc1I (stereo not given)
  3, -6
Fc1ccc2[nH]c3c(NCCN4CCOCC4)ncnc3c2c1
  -47, 22
O=C(CSc1nnc(CNC(=O)c2ccc(F)cc2)o1)NCCc1ccccc1
  -6, -10
CCc1nnc(NC(=O)c2c(O)c3c([nH]c2=O)CCCC3)s1
  -2, 4
CC(C)N(CC(=O)Nc1ccc(Cl)cc1C(F)(F)F)C(=O)CCl
  29, -19
CCOC(=O)Cc1csc(NC(=O)c2cccc(OC)c2)n1
  18, -11
COc1ccc(C(=O)COC(=O)CCN=C2NS(=O)(=O)c3ccccc32)c(OC)c1
  -14, 1

(cont.)
SMILES | TAG inh | TAG inh DAPI viability
CCn1c(CCC(N)=O)nnc1SCC(=O)c1cc(C)n(C2CC2)c1C | 2 | -4
CC(/C=C/c1ccccc1)=N\NC(=S)NC(C)C | 0 | -4
CCN(C(=O)COC(=O)c1cc(S(=O)(=O)N2CCc3ccccc32)ccc1OC)C1CCS(=O)(=O)C1 (stereo not given) | 3 | -5
Cc1cc(SCC(=O)NCC(c2cccs2)N2CCOCC2)c(C)cc1Br (stereo not given) | 5 | -7
Cc1ccc(S(=O)(=O)N2CCN(C(=O)CSc3nc4ccccc4o3)C2)cc1 | 4 | -6
C=CCn1c(COc2ccc(CC)cc2)nnc1SC/C(O)=C(\C#N)c1nc2ccccc2[nH]1 | 15 | -3
O=c1c(-c2ccc(F)cc2)[n+]([O-])c2ccccc2n1OCc1ccccn1 | 3 | -4
CC12CCC(=O)N1C(C(=O)NCCc1ccc(F)cc1)CS2 (stereo not given) | 5 | -5
CC(=O)Nc1c(Cl)cnn(-c2ccccc2)c1=O | 43 | -11
COc1ccccc1CN(C)C[C@@H]1OCc2cnnn2CCCC(=O)N([C@H](C)CO)C[C@H]1C | -9 | -2
CCn1c2ccccc2c2cc(NC(=O)c3coc(=O)c(Br)c3)ccc21 | 10 | -13
COc1ccc(-c2csc(NC(=O)c3c(C)noc3C)n2)cc1OC | -11 | 17
Cc1cc(=O)oc2cc(OCC(=O)NCc3cccnc3)ccc12 | 24 | -3
COc1ccccc1OCC(=O)NCc1n[nH]c(=O)c2ccccc12 | -4 | 1
COc1cccc(C(=O)NCC(=O)N/N=C/c2cccs2)c1 | 0 | 1
CC1CCN(CCCNC(=O)c2ccc(CS(=O)(=O)Cc3ccccc3F)o2)CC1 | 4 | 1
COc1ccccc1NC(=O)Nc1sccc1-c1nc2ccccc2s1 | -8 | 24
COc1ccc(C(CNC(=O)c2ccco2)N2CCCC2)cc1 (stereo not given) | -1 | 2
COc1ccc(CC(=O)OC(C)C(=O)NC2CCCCC2C)cc1 (stereo not given) | 9 | 4
C=CCn1c(CSCc2ccc(Cl)cc2)nnc1SCC(=O)NCc1ccccc1 | -4 | 6
COC(=O)[C@H](Cc1ccccc1)NC(=O)Cn1cnc2c(NCc3ccccc3)ncnc21 | -5 | 7
COc1cccc(NC(=O)Nc2ccc3c(c2)nc(C)n3C)c1 | 1 | -3
COc1ccc(S(=O)(=O)N(C)CC(=O)N2CCCC2)cc1Cl | 14 | 3
CC(C)N(CCc1ccncc1)C(=S)Nc1ccc(F)c(Cl)c1 | 6 | -1
CN(C)c1cc(-c2ccc(Cl)c(Cl)c2)oc(=O)c1Cl | 7 | -4
O=C1C=C(c2ccccc2)C[C@H](c2cccs2)[C@H]1n1cnc([N+](=O)[O-])c1 | -8 | 15
CC(=O)c1cccc(-c2cnc3c(NC=O)cc(-c4ccc(C(=O)N5CCOCC5)cc4)cn23)c1 | 28 | -13
O=C(NCC1CCCO1)c1coc2nc3ccccc3nc12 (stereo not given) | 10 | 1
Cc1ccc(C)c(N2CN(CCC3=CCCCC3)CNC2=S)c1 | -4 | 9
COc1ccc(OC)c(NC(=O)CSc2ccc(-c3ccco3)nn2)c1 | 2 | 2
N#C/C(=C\Nc1ccc(Cl)cn1)S(=O)(=O)c1ccccc1 | -13 | 0
O=C(COC(=O)Cn1cnc2ccccc21)Nc1ccc2c(c1)C(=O)c1ccccc1C2=O | 6 | -1
CC(=O)Nc1ccc(-c2nnc(SCC(=O)Nc3ccc4c(c3)oc3ccccc34)n2C)cc1 | 10 | -4
COc1cccc(OC)c1C(=O)NNS(=O)(=O)c1ccc2ccccc2c1 | -9 | 4
O=C1CC2(CCN(C(=O)c3cccc(Br)c3)CC2)Oc2ccccc21 | 6 | -4
CC1c2[nH]c3ccccc3c2CCN1S(C)(=O)=O (stereo not given) | -8 | 2
CCOc1ccccc1N(CC(=O)Nc1ccc2c(c1)OCO2)S(C)(=O)=O | -3 | 12
COc1ccc(C2C(CN3CCOCC3)C(=O)N2c2ccccc2)cc1 (stereo not given) | 7 | 9
CC1c2ccsc2CCN1S(=O)(=O)c1cccs1 (stereo not given) | 0 | -6
CC(C)CC1C(=O)N(Cc2cn(Cc3ccco3)nn2)CCS(=O)(=O)N1Cc1ccc(-c2ccc(F)nc2)cc1 (stereo not given) | 21 | 3
Cc1cc(N2CCN(S(=O)(=O)c3ccc4ccccc4c3)CC2)n2ncnc2n1 | 0 | 4
Cc1nc2nc(-c3ccccc3)cc(=O)n2[nH]1 | 10 | 1
CCOC(=O)c1oc2nc(C(C)C)c3c(c2c1N)CCC3 | 11 | 28
C=CCCCCCCCCc1nc(SCC(=O)O)n[nH]1 | -9 | -1
COc1cccc(C2C(C(=O)c3sc(C)nc3C)=C(O)C(=O)N2CCN2CCOCC2)c1 (stereo not given) | 2 | 0
CN1CCN(NC(=O)c2cn(-c3ccccc3)nc2-c2cccc(Br)c2)CC1 | -4 | 21
CC(NC(=O)C1C2C=CC(C2)C1C(=O)O)c1ccccc1 (stereo not given) | -15 | -5
CSCC[C@H](NC(=O)CCNC(C)=O)c1nc2ccccc2[nH]1 | 5 | 0
CCOc1ccc(N(C(=O)CNS(=O)(=O)c2ccccc2)C(CC)C(=O)NCc2ccco2)cc1 (stereo not given) | 12 | -6
CC(=O)O[C@H]1C[C@@]2(C)[C@@H](C[C@@H](O)[C@H]3[C@@]4(C)CC[C@@H](O)[C@@H](C)C4CC[C@@]32C)/C1=C(\CCC=C(C)C)C(=O)O (stereo not given in full) | -14 | 1
CN(C)c1ccc(-c2nnc(SCC3CCCO3)n2C)cc1 (stereo not given) | 5 | 8
O=C(c1cnn2c(C(F)(F)F)cc(-c3ccccc3)nc12)N1CCCCC1c1cccnc1 (stereo not given) | 7 | 6
COc1cc(CN(C)CC2CCCN(CCc3ccccc3F)C2)cc(Cl)c1OC (stereo not given) | 14 | 7
Cn1nc([N+](=O)[O-])nc1Sc1nnc(-c2ccccc2)o1 | 23 | -21
